Source: PubChem BioAssay (several laboratories)
NTR1 agonist: agonists of NTR1, primary screen, imaging, U2OS cells, beta-arrestin-GFP, high content (AID 493036) | P30989 | NTR1-U2OS beta-arrestin-GFP spot imaging, agonist mode | activation, % at 20 µM | 0.17% of 330,000 active;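 active = activation at or above 40% of the spot to cytoplasm intensity ratio, with at least 20 cells analyzed; inconclusive = wells under 20 cells, flagged as cytotoxic or low count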;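 also: 0% = DMSO without peptide and 100% = 100 nM NTR1 peptide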
Target sequence (P30989 whole entry, looked up): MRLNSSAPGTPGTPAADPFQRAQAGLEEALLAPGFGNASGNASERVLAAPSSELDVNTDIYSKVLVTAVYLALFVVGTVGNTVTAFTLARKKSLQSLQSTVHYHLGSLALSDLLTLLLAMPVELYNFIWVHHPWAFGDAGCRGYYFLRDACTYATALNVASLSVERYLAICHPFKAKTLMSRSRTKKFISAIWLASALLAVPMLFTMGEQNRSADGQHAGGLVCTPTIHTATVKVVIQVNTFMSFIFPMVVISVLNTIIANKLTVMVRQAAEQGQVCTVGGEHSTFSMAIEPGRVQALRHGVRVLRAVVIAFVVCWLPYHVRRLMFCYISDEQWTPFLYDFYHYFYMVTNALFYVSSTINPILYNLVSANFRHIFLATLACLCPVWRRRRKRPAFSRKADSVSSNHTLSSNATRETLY
GPR55 beta-arrestin: selective activators of receptor GPR55 – imaging, U2OS cells, beta-arrestin-GFP redistribution, primary screen (AID 1961). U2OS GPR55 beta-arrestin-GFP redistribution imaging; higher % means a stronger effect. one-dose activation, % at 10 µM; EC50 in µM for titrated hits. 0.048% of 290,000 active;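 active = activation above 40% with more than 50 cells counted in the well; inconclusive = wells holding fewer than 50 cells, flagged as toxic or sparse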;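 also: U2OS osteosarcoma cells stably expressing GPR55 and beta-arrestin-GFP; plate controls were DMSO negative control for no effect and LPI positive control for full effect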
GPR35 antagonists: inhibition of zaprinast-stimulated GPR35 beta-arrestin translocation – imaging, U2OS, beta-arrestin-GFP, zaprinast agonist, primary screen (AID 2058); U2OS GPR35 beta-arrestin-GFP translocation imaging, zaprinast antagonism; higher % means a stronger effect; one-dose inhibition, % at 10 µM; IC50 in µM for titrated hits; 0.052% of 290,000 active;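 active = inhibition of at least 50% with at least 30 cells and total cytoplasm GFP at most 10,000,000; inconclusive = under 30 cells or total GFP of 10,000,000 plus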
T cell modulator: modulates CD8 T cell binding to vesicles; 2C CD8+ T cell-vesicle binding, flow cytometry; active compounds read low; calls only at 7 µM; 0.068% of 330,000 active;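 active = response, share of CD8 T cells binding vesicles, and their 90th percentile fluorescence all below set limits, cut at about 80% in these data, passing the limit was not always enough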
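Material: murine 2C transgenic CD8+ T lymphocytes / Also added: QL9-peptide-loaded Drosophila micro-vesicles bearing Ld, ICAM-1 and B7-1 / Schedule: binding step 1.5 h, 37 °C, antibody labelling 20 min, ice / Signal: flow cytometry, PE anti-B7-1 (FL2) versus Alexa647 anti-CD8 (FL8), PFA-fixed / Evaluation: percent CD8+ FL2 mean versus row control / Benchmarks: naked versus QL9-loaded vesicles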
SV40 large T antigen: TAg ATPase/helicase activity blockers – biochemical (AID 1903) | SV40 large T antigen ATPase/helicase inhibition assay; higher % means a stronger effect | inhibition, % at 20 µM, or IC50 in µM where a hit was titrated | 0.39% of 310,000 active; in the data active = a potency from the dose series; inconclusive = inhibition mostly from about 32% at the one dose, without a potency; inactive = the rest, 99 in 100 with inhibition below about 32%; also: strong numbers were not always called active
Hep lipid drop: modulators of hepatic lipid droplet formation | AML12 mouse hepatocytes, oleate lipid droplets, BODIPY imaging | 0.4% of 240,000 active | AID 1656 | inhibition, % at 6.5 µM;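 active = lipid droplet intensity inhibited by at least 50%, with more than 500 cells counted; inconclusive = wells with under 300 cells, treated as cytotoxic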
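Assay system: AML12 mouse liver cells | Compound: 6.5 µM single-point dosing | Schedule: Overnight exposure | Technique: Fluorescence imaging, 20x objective, two fields per well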
LYP inhibition: inhibitors of LYP phosphatase, biochemical, fluorescence intensity, uHTS (AID 1779); recombinant LYP phosphatase, fluorescence intensity; higher % means a stronger effect; one-dose inhibition, % at 11.5 µM; IC50 in µM for titrated hits; 0.054% of 290,000 active; in the data active = inhibition above about 50%;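 also: plate controls were vehicle with enzyme for no effect and no enzyme for full effect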
GPR55 antagonists: GPR55 antagonists blocking LPI-driven arrestin recruitment, primary screen, imaging, U2OS, beta-arrestin-GFP, LPI agonist (AID 2013); U2OS GPR55 beta-arrestin-GFP translocation imaging, LPI antagonism; higher % means a stronger effect; inhibition, % at 10 µM, or IC50 in µM where a hit was titrated; 0.13% of 290,000 active;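 active = spots per cell inhibited over 60%, with over 100 cells counted and total cytoplasm intensity under 500,000; inconclusive = wells with under 100 cells, flagged as likely toxic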;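 also: U2OS cells stably carrying GPR55 and arrestin-GFP stimulated by 5 µM LPI near EC80; imaged beta-arrestin-GFP aggregate spots per cell after agonist stimulation; plate controls were LPI-stimulated DMSO wells for no effect and DMSO wells without LPI for full effect; some results filed as inactive read as strong as hits; confirmed hits need IC50 under 10 µM and bright autofluorescent wells are also inconclusive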
Rac1 GTP hydrolysis: MgcRacGAP GTPase-activating activity inhibitors, confirmation, biochemical, ADP Hunter fluorescence; 0.6% of 340,000 active; MgcRacGAP-stimulated Rac1 GTP hydrolysis, ADP Hunter fluorescence; higher % means a stronger effect; GST-tagged Rac1 F28L mutant substrate; inhibition, % at 30 µM; hits with a dose series show IC50 in µM;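 active = first-screen hits whose inhibition reached a set limit at any dose in the follow-up dose series; inconclusive = inhibition above the set first-screen limit but never retested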;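 also: fluorescence reports GDP produced by GAP-driven GTP hydrolysis; strong numbers were not always called active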
Hep lipid drop cells 6.5 µM: further read-out of Hep lipid drop, marked with its call; cell count; measured here: cell count, cytotoxicity flag;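 cells counted across two imaged fields per well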
T cell modulator vesicle-bound %: further read-out of T cell modulator, marked with its call; double positive events, %; measured here: CD8+ vesicle-bound cell fraction;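 binding gate set so that unloaded-vesicle control wells show 10% double positive cells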
NTR1 agonist cell count 20 µM: recorded beside NTR1 agonist, whose call it bears; cell count; measured here: cell count, cytotoxicity flag
Starred values were filed as active, the others as inactive; i = inactive; ? = inconclusive; . = no result given.

Results follow in this order: GPR35 antagonists	T cell modulator	T cell modulator vesicle-bound %	Hep lipid drop cells 6.5 µM	Hep lipid drop	GPR55 antagonists	Rac1 GTP hydrolysis	NTR1 agonist	NTR1 agonist cell count 20 µM	LYP inhibition	SV40 large T antigen	GPR55 beta-arrestin
N#Cc1nc(COc2ccc(Cl)cc2)oc1NCc1ccc2c(c1)OCO2
 : -9%	i	40	726	-2	-6%	0%	2.6	76	-8%	1%	-0.2%
COC(=O)C1=C(C(=O)OC)[C@@H]2N(C)c3ccccc3[C@@]23C[C@@H](C(=O)OC)N(C(=O)CC(C)C)C3=N1
 : 7%	i	43	697	-3	-4%	7%	2.2	57	1%	4%	1.5%
COc1ccccc1CNC(=O)[C@H](C)NC(=O)C1CCN(C(=O)[C@H](CCSC)NC(=O)OC(C)(C)C)CC1
 : 7%	i	62	821	-10	2%	-1%	-2.6	94	-4%	14%	0.4%
Cc1ccc(NC(=O)C2CCN(c3nc(C)cc(C)n3)CC2)cc1
 : 14%	i	35	738	6	3%	6%	-0.2	41	-5%	.	-0.1%
O=C(NC1CCN(C(=O)C2CCCCC2)CC1)c1ccccc1
 : -7%	i	21	786	9	0%	3%	-0.1	42	-7%	6%	-0.2%
Cc1ccc(-n2c(C)c([N+](=O)[O-])c3ccc(O)cc32)cc1
 : -2%	i	38	763	7	-3%	.	0.6	55	4%	8%	-0.2%
Cc1ccccc1-n1ncc2c1CC(C)(C)CC2NC(=O)c1cn[nH]c1C (stereo not given)
 : 6%	i	10	696	-4	10%	10%	0.7	66	-10%	3%	-0.2%
Cc1cc(C)c2c(n1)sc1c(=O)n(-c3ccccc3)c(=O)[nH]c12
 : 20%	i	20	631	-17	10%	-11%	0.0	80	-13%	9%	0.4%
CCCC(=O)c1cc(F)c(N2CCOCC2)cc1C
 : -11%	i	38	.	.	6%	7%	1.2	44	8%	2%	-0.4%
COc1ccc(CCNC(=O)COC(=O)/C=C/c2ccc(OC)c(OC)c2)cc1
 : -3%	i	58	631	-11	-1%	3%	-0.2	93	-4%	5%	0.2%
COc1ccc(NC(=O)c2nc(C)c(C3(C)CC(c4cccnc4)=NO3)s2)cc1 (stereo not given)
 : -2%	i	32	760	25	-9%	11%	4.8	46	-1%	13%	1.3%
Cc1c(C(=O)NCc2cccnc2)oc2ccccc12
 : 3%	i	32	.	.	-6%	6%	-0.6	86	-7%	1%	-0.2%
COc1ccc(CNC(=O)c2ccccc2SCC(=O)N2CCCC2)cc1OC
 : .	i	40	.	.	.	0%	-1.4	51	.	10%	.
CCN(CC)S(=O)(=O)c1cccc(N2CC(O)=C(c3ccccc3)C2=N)c1
 : 0%	i	21	777	1	-1%	2%	-0.8	66	-7%	6%	-0.1%
COc1ccc(CC(=S)N2CCOCC2)cc1OC
 : 2%	i	35	.	.	.	6%	-1.4	60	2%	7%	-0.1%
CC1CCN(S(=O)(=O)c2ccc(S(=O)(=O)N3CCCC3)cc2)CC1
 : 0%	i	26	754	6	-4%	-2%	0.1	55	-5%	3%	-0.1%
Cc1ccccc1NC(=S)N(CCN(C)C)C(C)c1ccccn1 (stereo not given)
 : 13%	i	25	778	12	3%	10%	0.1	80	-10%	9%	-0.1%
Cc1cccc(N2C(=O)CC(N3CCN(Cc4ccc(Cl)cc4)CC3)C2=O)c1 (stereo not given)
 : -7%	i	58	730	-2	6%	-3%	1.2	71	-12%	4%	-0.1%
Cc1ccc(-c2cn3cccc(C)c3n2)cc1
 : 4%	.	.	688	-2	-4%	11%	.	.	-11%	23%	0.1%
CC(C)n1cc(CN2CCC(n3nccc3NC(=O)CCCc3ccccc3)CC2)cn1
 : 0%	i	64	664	-11	2%	8%	1.4	60	-9%	14%	-0.1%
CC1CCCC/C1=N\NC(=S)Nc1cccnc1 (stereo not given)
 : -3%	i	62	674	-7	10%	6%	-0.8	36	-4%	25%	-0.6%
CC(C)NC(=O)NC(=O)COC(=O)Cc1ccsc1
 : 12%	i	29	.	.	-8%	4%	-3.2	67	-4%	-4%	0.2%
O=C(NCCCNC(=O)c1ccc(Cl)cc1Cl)c1ccccn1
 : -2%	i	19	762	1	3%	5%	0.3	41	-7%	3%	-0.1%
CCN(CC)S(=O)(=O)c1cccc(C(=O)N[C@H](C(=O)NNC(=O)c2ccccc2)C(C)C)c1
 : 18%	i	52	746	11	4%	5%	0.8	68	-1%	3%	0.8%
CCc1cc(=O)oc2c3c(cc(OCC(=O)Nc4cccnc4)c12)OC(C)(C)CC3
 : 9%	i	22	.	.	4%	3%	4.1	91	-10%	5%	-0.1%
Cc1cccc(C(=O)Nc2sc3c(c2C#N)CCCCC3)c1
 : -3%	i	45	652	-17	-1%	3%	5.0	41	0%	9%	-0.2%
COC(=O)c1sc(S(=O)(=O)NCC(=O)O)c(C(=O)OC)c1C
 : 5%	i	51	698	3	1%	6%	0.7	45	0%	2%	0.9%
C=CCn1c(SCC2=C(C(=O)OCC)C(C)NC(=O)N2)nnc1C1CCCCC1 (stereo not given)
 : 17%	i	63	718	-24	7%	1%	2.9	62	0%	16%	-0.1%
COc1nc(N(c2ccccc2)c2ccccc2)nc(-n2ccnc2)n1
 : 7%	i	25	.	.	-5%	3%	11	66	-5%	-16%	0.3%
COc1ccccc1N1CCN(S(=O)(=O)c2cc(C)sc2C)CC1
 : 8%	i	4	.	.	8%	3%	-0.1	57	-6%	4%	-0.2%

Another view of some results above.
molecule	GPR35 antagonists	T cell modulator	T cell modulator vesicle-bound %	Hep lipid drop cells 6.5 µM	Hep lipid drop	GPR55 antagonists	Rac1 GTP hydrolysis	NTR1 agonist	NTR1 agonist cell count 20 µM	LYP inhibition	SV40 large T antigen	GPR55 beta-arrestin
Cc1ccccc1-n1ncc2c1CC(C)(C)CC2NC(=O)c1cn[nH]c1C (stereo not given)	6%	i	10	696	-4	10%	10%	0.7	66	-10%	3%	-0.2%
Cc1cc(C)c2c(n1)sc1c(=O)n(-c3ccccc3)c(=O)[nH]c12	20%	i	20	631	-17	10%	-11%	0.0	80	-13%	9%	0.4%
CCCC(=O)c1cc(F)c(N2CCOCC2)cc1C	-11%	i	38	.	.	6%	7%	1.2	44	8%	2%	-0.4%

Additional records follow.
Results follow in this order: GPR35 antagonists	T cell modulator	T cell modulator vesicle-bound %	Hep lipid drop cells 6.5 µM	Hep lipid drop	GPR55 antagonists	Rac1 GTP hydrolysis	NTR1 agonist	NTR1 agonist cell count 20 µM	LYP inhibition	SV40 large T antigen	GPR55 beta-arrestin
O=C(NCCNc1ccc(Cl)cc1[N+](=O)[O-])c1cccnc1
 : 0%	i	57	671	12	3%	15%	0.6	85	-3%	6%	0.7%
Cc1ccccc1-c1nc(CS(=O)(=O)CC(=O)NCCCN2CCOCC2)c(C)o1
 : 10%	i	3	757	12	-10%	5%	0.1	60	-12%	27%	-0.1%
O=C(NCc1ccc2c(c1)OCO2)c1nc(Cn2cc([N+](=O)[O-])cn2)no1
 : -5%	i	30	814	-2	-20%	-6%	-0.6	59	-9%	4%	?
COc1ccc(CN2C(=O)c3cccnc3C2=O)cc1S(=O)(=O)N1CCCCC1C (stereo not given)
 : -5%	i	37	708	-2	13%	5%	0.4	66	-6%	13%	-0.2%
COC(=O)c1ccc(CNC(=O)COC(=O)c2ccc(N(C)C)cc2)cc1
 : -3%	i	59	724	2	-15%	3%	0.5	46	-3%	20%	-0.6%
O=C(C1CCN(c2ncnc3c2nc2n3CCCCC2)CC1)N1CCN(c2cccc(Cl)c2)CC1
 : -6%	i	22	712	-13	-18%	13%	15	67	-5%	12%	-0.1%
O=S(=O)(NC1CCN(Cc2ccccc2)CC1)c1cccc(S(=O)(=O)N2CCOCC2)c1
 : 12%	i	35	676	-5	8%	3%	5.7	79	0%	14%	0.2%
CC(C)N1CCC(N2CCN(C/C=C/c3ccc(F)cc3)CC2CCO)CC1 (stereo not given)
 : -8%	i	56	729	13	5%	10%	-0.3	100	-5%	4%	-0.3%
COC/C=C/C1=CC2=CC(=O)C(C)(OC(=O)c3cnc4ccccc4n3)C(=O)C2=CN1C1CCCCC1 (stereo not given)
 : 0%	i	4	740	-6	-3%	.	1.3	48	-9%	24%	0.2%
O=C1COc2ccc(C(=O)COC(=O)c3sc4ccccc4c3Cl)cc2N1
 : -10%	i	32	679	14	6%	4%	2.6	103	2%	8%	-0.3%
CN(CC(=O)NCc1ccccn1)S(=O)(=O)c1ccc(Cl)cc1
 : 12%	i	24	.	.	4%	10%	-1.2	25	-11%	13%	-0.2%
O=C(CCCc1ccccc1)NCc1ccc2c(c1)OCO2
 : 3%	i	63	836	2	1%	-1%	-0.6	62	-3%	9%	-0.2%
O=C(CSc1nc2nccnc2c(=O)n1Cc1cccs1)Nc1ccccc1
 : 3%	i	38	729	9	-1%	-10%	1.1	64	-8%	19%	-0.2%
Cc1oc(-c2cccs2)nc1CN1CC[C@@](O)(c2ccccc2)[C@H]2CCCC[C@@H]21
 : 2%	i	56	701	-26	16%	12%	2.1	84	-5%	2%	-0.2%
CC(=O)Nc1ccc(OC(=O)Cc2ccc(Cl)cc2)cc1
 : 3%	i	50	798	0	10%	23µM*	0.3	64	2%	9%	-0.2%
COc1ccc(Cl)cc1C(=O)C1CCCN(Cc2cnc(N3CCOCC3)s2)C1 (stereo not given)
 : 15%	i	27	656	-2	1%	9%	2.6	89	-4%	23%	-0.1%
CCN(CC(=O)NCc1ccccn1)S(=O)(=O)c1ccc(OC)cc1
 : 0%	i	11	784	-13	0%	6%	-0.9	50	-14%	-1%	0.3%
O=S(=O)(N/N=C/c1cccc(OC2CSC2)c1)c1ccccc1
 : -6%	i	23	712	-5	1%	5%	0.9	71	-2%	7%	0.1%
